Screens as filed in PubChem.
FAK inh = FAK kinase inhibitors, primary screen, biochemical; inhibition, %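 (tested at 7 µM)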; Focal adhesion kinase 1 (Homo sapiens), Q05397; AID 727, 2007; biochemical FAK kinase activity assay; 0.84% of 97,000 active; in the data active means inhibition above about 19%;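 further: 0% = DMSO and 100% = reference compound high control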
Target sequence (Q05397 whole entry, looked up): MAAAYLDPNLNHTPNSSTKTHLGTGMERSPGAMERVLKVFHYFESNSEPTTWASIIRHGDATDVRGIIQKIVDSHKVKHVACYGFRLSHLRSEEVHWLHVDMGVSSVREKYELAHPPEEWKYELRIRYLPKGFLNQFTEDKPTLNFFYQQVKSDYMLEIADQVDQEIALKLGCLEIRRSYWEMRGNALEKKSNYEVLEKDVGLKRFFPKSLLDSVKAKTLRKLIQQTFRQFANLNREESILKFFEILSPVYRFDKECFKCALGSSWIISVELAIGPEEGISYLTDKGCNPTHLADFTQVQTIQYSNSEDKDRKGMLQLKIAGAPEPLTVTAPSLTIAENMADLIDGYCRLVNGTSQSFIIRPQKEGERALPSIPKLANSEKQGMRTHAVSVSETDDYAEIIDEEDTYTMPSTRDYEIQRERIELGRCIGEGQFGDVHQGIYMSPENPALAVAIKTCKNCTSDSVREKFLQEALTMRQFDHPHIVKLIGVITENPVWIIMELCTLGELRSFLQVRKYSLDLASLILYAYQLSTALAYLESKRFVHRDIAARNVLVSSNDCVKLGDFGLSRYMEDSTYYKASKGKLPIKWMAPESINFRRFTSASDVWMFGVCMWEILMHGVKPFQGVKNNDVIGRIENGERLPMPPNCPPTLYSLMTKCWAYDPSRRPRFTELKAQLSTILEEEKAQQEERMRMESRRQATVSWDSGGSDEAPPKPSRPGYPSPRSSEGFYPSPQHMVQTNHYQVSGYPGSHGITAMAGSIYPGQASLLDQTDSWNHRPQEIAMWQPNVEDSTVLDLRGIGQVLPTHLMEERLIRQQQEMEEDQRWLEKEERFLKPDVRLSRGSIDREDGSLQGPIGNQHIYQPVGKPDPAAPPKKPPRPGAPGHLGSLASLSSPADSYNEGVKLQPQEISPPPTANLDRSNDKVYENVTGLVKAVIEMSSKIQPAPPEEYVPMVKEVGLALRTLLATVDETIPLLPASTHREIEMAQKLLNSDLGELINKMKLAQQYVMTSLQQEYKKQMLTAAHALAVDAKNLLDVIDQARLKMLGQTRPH
cytoskel mod = modifiers of F-actin cytoskeleton organization, primary screen, imaging, HUVEC, phalloidin staining, high-content imaging | HUVEC TNFa F-actin phalloidin imaging | inhibition, % at 2 µM | 0.18% of 91,000 active | AID 836, 2007;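 active means inhibition above the batch mean plus 3 SD and confirmed as a hit by visual image inspection, cut at about 30% in these data, passing the limit was not always enough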; further: strong numbers were not always called active
TNFa cytotox = cytotoxicity in TNFa-stimulated HUVEC, primary screen, cytotoxicity control for VCAM1 expression modulator project, imaging, Hoechst nuclei count. HUVEC TNFalpha-stimulated, Hoechst cell count. cell count reduction, % at 2 µM. 0.17% of 93,000 active;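 active means cell count reduction exceeding the screen mean by over 5 SD, scaled to untreated wells per plate, cut at about 78% in these data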;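 further: cells counted after 24 h of TNF alpha exposure following the 1 h pretreatment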
PTK2B oligo ant = antagonists of Pyk2 self-association, primary screen, Q293 cells, FERM NanoBiT luminescence, HTS; z-score (the deposit names both 25 µM and 10 µM); Protein-tyrosine kinase 2-beta (Homo sapiens), Q14289; 0.83% of 99,000 active; stronger effect = lower value; AID 1347419, 2020;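 active means Z-score of -3 or lower, scaled per plate to the spread of control and sample wells; inactive means z-score above -3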;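 further: negative z-score means lost luminescence so less FERM oligomerization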
ERa coact inh = ERα–SRC-1 coactivator interaction inhibitors, primary screen, biochemical, TR-FRET, ERα LBD, estradiol-bound; TR-FRET ER-alpha LBD / SRC-1 peptide; inhibition, % at 25.6 µM; 1.7% of 86,000 active; in the data active means inhibition above about 50%;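 further: 0% = receptor plus peptide control and 100% = peptide only without receptor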
LYP act = LYP phosphatase activators, primary screen, biochemical, DiFMUP fluorescence, 2 µM | Tyrosine-protein phosphatase non-receptor type 22 (Homo sapiens), Q9Y2R2 | recombinant LYP; 0 = plate median, 100 = signal doubled | activation, % at 2 µM | 0.11% of 96,000 active;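 active means activation at 2 µM above a set limit, the mean plus 5 SD, cut at about 37% in these data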
IL1B cytotox = cytotoxicity in IL-1B stimulated HUVEC, primary screen, cytotoxicity control for IL-1B NFkB translocation project, imaging, Hoechst nuclear count, IL-1B stimulus; HUVEC cell count loss; cell count reduction, % at 2 µM; 0.41% of 94,000 active; AID 845, 2007;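 active means cell count reduction more than 3 SD above the screen-wide mean, cut at about 70% in these data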;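 further: normalized per plate to untreated control cells as the no-loss baseline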
PTPN22 inh 2 = PTPN22 phosphatase inhibitors, primary screen, biochemical, DiFMUP fluorescence, 2 µM | recombinant LYP catalytic domain | inhibition, % at 2 µM | 0.21% of 96,000 active;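 active means inhibition at 2 µM at or above a set limit, the screen mean plus 3 SD, cut at about 24% in these data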;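 further: 0% = DMSO with enzyme and 100% = enzyme fully blocked by orthovanadate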
VCAM1 TNFa inh = inhibitors of TNFa-induced VCAM1 expression, primary screen, imaging, HUVEC, TNFa stimulus, immunofluorescence | HUVEC TNFa-induced VCAM-1 immunofluorescence, high-content imaging | inhibition, % at 2 µM | 0.48% of 95,000 active | AID 802, 2007;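 active means inhibition above the batch mean plus 3 SD, with images confirmed as a hit by eye, cut at about 37% in these data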;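 further: 0% = TNF-stimulated DMSO wells and 100% = unstimulated control wells; not every result past the cut was called active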
An asterisk follows results filed as active; / = not tested or not shown; [ ] = another dose, or the depositor's remark.

1	CC1=NN(Cc2ccccc2)C(=O)/C1=C/c1ccc(N(C)C)cc1
2	CCn1c(SCC(=O)OC2CCCCC2)nnc1-c1ccncc1
3	CCn1c(CSc2nc3ccccc3s2)nnc1SCC(=O)c1ccc(O)c(O)c1
4	O=c1c2ccccc2nc2n1CCCCN2
5	COc1ccc(NC(=O)c2cc(=O)c3ccccc3o2)cn1
6	Cc1cc2n(n1)C(c1ccccc1)Nc1ccccc1-2 (configuration not stated)
7	Cc1ccc(CN(C)C(=O)c2ccccc2Oc2ccccc2)o1
8	COc1ccc(N(CC(=O)NC2CCCCC2)S(=O)(=O)c2cccnc2)cc1
screen / no.,1,2,3,4,5,6,7,8
FAK inh,4,-4,2,1,-3,6,-1,-7
cytoskel mod,-10,13,-12,-7,-3,0,4,3
TNFa cytotox,2,-2,-9,8,-13,3,-25,-9
PTK2B oligo ant,-1.3,0.62,0.6,1.1,-1.2,-1.2,0.78,/
ERa coact inh,/,-7,/,80*,5,-3,3,-7
LYP act,-10,4,-44,-2,-7,-4,-2,3
IL1B cytotox,12,-2,4,-29,-7,11,-24,-43
PTPN22 inh 2,12,-5,46*,2,7,9,5,-4
VCAM1 TNFa inh,4,-1,-36,8,1,-23,-13,6

9	O=C(NCCCNC(=O)c1ccco1)c1ccco1
10	O=C1C2C3CCCC3=C3CCCC3C2C(=O)N1c1cccc(Cl)c1 (configuration not stated)
11	O=C(COC(=O)C1CC1)Nc1ccc(OC(F)F)cc1
12	CCOc1ccc(NC(=O)Cn2nnc(-c3ccccc3NC(=O)C3CC3)n2)cc1
13	CCOC(=O)NC(Nc1sc2c(c1C(N)=O)CCCC2)(C(=O)OCC)C(F)(F)F (configuration not stated)
14	COc1ccc(CN2CCCCC2C)cc1OC (configuration not stated)
15	Cn1c(=O)c2c(nc(NC3CCCCC3)n2CC(=O)C23CC4CC(CC(C4)C2)C3)n(C)c1=O
16	COc1cccc(C(=O)/C=C/Nc2cccc(O)c2)c1
screen / no.,9,10,11,12,13,14,15,16
FAK inh,-1,5,0,1,2,1,2,4
cytoskel mod,-12,26,-5,3,34,-9,17,-3
TNFa cytotox,-17,-16,3,-11,-14,-9,-7,-15
PTK2B oligo ant,-0.22,-0.5,1.2,-0.39,-0.04,-0.03,-1.1,-0.76
ERa coact inh,-2,-4,/,12,/,-3,/,5
LYP act,-5,9,1,20,8,27,-1,4
IL1B cytotox,-2,6,-3,-13,-2,-73,24,18
PTPN22 inh 2,3,-9,-4,-20,-11,-24,4,-1
VCAM1 TNFa inh,6,0,13,20,-14,-8,-2,3

17	CNC(=O)NC1CCCCc2sccc21 (configuration not stated)
18	CC1CC(C(F)(F)F)n2nc(C(=O)O)cc2N1 (configuration not stated)
19	O=C(CN1C(=O)C2C3C=CC(C3)C2C1=O)NCc1ccccc1 (configuration not stated)
20	O=C(CCc1ccc(S(=O)(=O)NCCc2ccccc2)cc1)Nc1ccc2c(c1)OCO2
21	CCNCCNC(=O)c1c(O)c2ccccc2n(CC)c1=O
22	Cc1ccc2nc(CSc3nnc(-c4ccco4)n3-c3ccccc3)cc(=O)n2c1
23	COC(=O)c1sc(N)nc1C(C)(C)C
24	COc1cccc(NC(=O)c2ccc(-n3cccn3)nc2)c1
screen / no.,17,18,19,20,21,22,23,24
FAK inh,6,-1,-1,-1,3,0,-1,8
cytoskel mod,20,/,8,2,-11,1,3,2
TNFa cytotox,-11,-6,-14,-4,2,-10,-20,4
PTK2B oligo ant,0.47,0.72,0.6,0.81,0.89,-0.71,0.61,0.36
ERa coact inh,1,9,4,12,/,24,/,/
LYP act,-11,-1,-6,-4,2,5,0,-6
IL1B cytotox,8,-4,12,-49,-2,-130,-10,-20
PTPN22 inh 2,8,2,8,2,-5,-6,4,8
VCAM1 TNFa inh,-7,-6,23,-11,15,9,11,-9

25	CCS(=O)(=O)c1nc2ccccc2n1CC(=O)N1CCOCC1
26	COC(=O)[C@H](CCSC)NC(=O)NCc1ccccn1
27	O=c1cc[nH]c2c(C(F)(F)F)cccc12
28	Cn1c(=O)[nH]c(=O)c2c1nc(N1CCCCCC1)n2Cc1cccc2ccccc12
29	c1ccc2c(c1)nc(CN1CCOCC1)n1c3ccccc3nc21
30	COc1ccc(N(C(=O)c2ccn[nH]2)C(C(=O)NC(C)(C)C)c2ccc(F)cc2)cc1 (configuration not stated)
31	Clc1ccccc1-c1nnn(Cc2ccc(-c3nn[nH]n3)cc2)n1
32	O=C(NNC(=O)C1CC1)c1ccc(-c2ccccc2)cc1
screen / no.,25,26,27,28,29,30,31,32
FAK inh,-8,-4,4,-1,1,1,-1,2
cytoskel mod,2,26,-5,7,-1,19,19,4
TNFa cytotox,-18,/,-12,-40,-54,-38,-24,3
PTK2B oligo ant,0.86,0.39,-0.1,-1.8,0.02,-0.61,-0.5,0.82
ERa coact inh,1,-5,0[fluorescence artefact?],2,25,/,3,/
LYP act,-9,-2,3,-11,7,-1,-7,-1
IL1B cytotox,-11,-34,-50,-19,-44,-5,19,11
PTPN22 inh 2,6,1,-6,10,-8,1,4,3
VCAM1 TNFa inh,-23,/,11,-60,-20,-12,-11,-30

33	O=C(CCCCCn1c(=S)[nH]c2ccccc2c1=O)N1CCOCC1
34	Cc1ccc(N2CCN(C(=S)c3ccc(N(C)C)cc3)CC2)cc1
35	CC1CCCN(C(=O)CN2C(=O)c3ccccc3C2=O)C1 (configuration not stated)
36	Cc1cccc(C(=O)N2CCN(C(=O)c3cccc(C)c3)C(C)C2)c1 (configuration not stated)
37	COCCNCCOc1ccccc1-c1ccccc1
38	CC1CCCCN1C(=O)CSc1nc2ccsc2c(=O)n1Cc1ccccn1 (configuration not stated)
39	COc1nc(OC)nc(N2CCC(C(=O)NCc3ccc(F)cc3)CC2)n1
40	Cc1ccc[n+](/C(C(=S)NCc2ccco2)=C(/[O-])c2ccccc2Cl)c1
screen / no.,33,34,35,36,37,38,39,40
FAK inh,5,-2,0,-1,0,-1,0,3
cytoskel mod,-8,-16,15,0,8,/,0,-2
TNFa cytotox,-8,-37,/,-21,-10,-23,-24,6
PTK2B oligo ant,0.01,0.54,-0.1,-0.65,-0.89,0.35,0.45,0.58
ERa coact inh,-11[fluorescence artefact?],-19,-12,2,-9,-16,/,-9
LYP act,-8,-2,1,-5,-5,5,-2,-2
IL1B cytotox,1,22,-10,-20,3,-21,17,-4
PTPN22 inh 2,10,3,1,4,5,-6,1,2
VCAM1 TNFa inh,10,4,-9,-1,2,6,-16,-4

Exported with tabs: entries from further up.
nr	Molecule	FAK inh	cytoskel mod	TNFa cytotox	PTK2B oligo ant	ERa coact inh	LYP act	IL1B cytotox	PTPN22 inh 2	VCAM1 TNFa inh
34	Cc1ccc(N2CCN(C(=S)c3ccc(N(C)C)cc3)CC2)cc1	-2	-16	-37	0.54	-19	-2	22	3	4
35	CC1CCCN(C(=O)CN2C(=O)c3ccccc3C2=O)C1 (configuration not stated)	0	15	/	-0.1	-12	1	-10	1	-9

Continuation.
41	CCCCNC(=O)C1CCN(Cc2ccc(OCc3ccccc3)cc2)CC1
42	CC(C)NC(=O)N(O)C1N(Cc2ccc3c(c2)OCO3)C(=S)SC1(C)C (configuration not stated)
43	Cc1cc(C)cc(NC(=O)CCC(=O)Nc2cc(C)on2)c1
44	Cc1ccc(C2=Nc3ccccc3NC(C)(c3ccc(C)o3)C2)o1 (configuration not stated)
45	CCc1cccc(NC(=O)CCc2nc(-c3cccs3)no2)c1
46	N=c1c2c3c(sc2ncn1CCCO)CCCC3
47	O=C(Nc1ccccc1)C1C2CCC3C(CCC21)C3(Cl)Cl (configuration not stated)
48	CC(=O)Nc1ccc(Nc2ncnc3c2cnn3-c2ccc(C)cc2C)cc1
screen / no.,41,42,43,44,45,46,47,48
FAK inh,0,-4,1,6,-1,-4,17,0
cytoskel mod,-1,-4,-16,-22,17,4,6,-9
TNFa cytotox,-25,-23,1,39,-15,-2,-16,8
PTK2B oligo ant,1.3,-0.32,0.92,-1.7,/,0.12,0.45,-1.1
ERa coact inh,-16,-17,-5,-1,-4,-1,/,-3
LYP act,23,0,-4,-7,-3,-14,12,-10
IL1B cytotox,9,-23,-36,14,-8,13,-9,22
PTPN22 inh 2,-23,0,6,10,2,16,-8,8
VCAM1 TNFa inh,13,21,-2,16,5,22,5,9

49	Cc1cc(S(=O)(=O)NCc2ccc(S(N)(=O)=O)cc2)c(C)s1
50	Cc1ccc(Cn2cc(/C=C/C(=O)O)c(-c3ccccc3)n2)cc1
51	O=C1N[C@@H](Cc2ccccc2)C(=O)N1CCN1CCOCC1
52	Cc1cc(-c2ccccc2C(=O)NCc2ccccc2)on1
53	CC(=O)Cc1nsc(NC(=O)c2csc3c2CCCC3)n1
54	CSc1nsc(/C=C/Nc2ccc(C)cc2)c1C#N
screen / no.,49,50,51,52,53,54
FAK inh,1,-3,0,0,0,-1
cytoskel mod,-12,-9,-31,/,-21,2
TNFa cytotox,-20,20,12,/,2,-26
PTK2B oligo ant,0.55,-0.29,-0.27,0.25,-1.9,-0.92
ERa coact inh,2,-4,-7,-29,6,-13
LYP act,3,-3,10,-7,-4,-8
IL1B cytotox,-42,-1,10,-26,-8,7
PTPN22 inh 2,-2,6,-10,6,2,11
VCAM1 TNFa inh,7,7,9,/,-9,18

PTPN22 inh 2, what is marked active above
item | smiles | FAK inh | cytoskel mod | PTK2B oligo ant | ERa coact inh | LYP act | PTPN22 inh 2 | VCAM1 TNFa inh
3 | CCn1c(CSc2nc3ccccc3s2)nnc1SCC(=O)c1ccc(O)c(O)c1 | 2 | -12 | 0.6 | / | -44 | 46* | -36

One compound at a time, from the list above. Screens in order: FAK inh	cytoskel mod	TNFa cytotox	PTK2B oligo ant	ERa coact inh	LYP act	IL1B cytotox	PTPN22 inh 2	VCAM1 TNFa inh
Cc1cc(S(=O)(=O)NCc2ccc(S(N)(=O)=O)cc2)c(C)s1 in the list: 1	-12	-20	0.55	2	3	-42	-2	7
CSc1nsc(/C=C/Nc2ccc(C)cc2)c1C#N in the list: -1	2	-26	-0.92	-13	-8	7	11	18
Cc1cc(-c2ccccc2C(=O)NCc2ccccc2)on1 in the list: 0	/	/	0.25	-29	-7	-26	6	/
